GSTO1 inh = inhibitors of recombinant GSTO1, primary screen, counter-screen for RBBP9 inhibitor project, biochemical, fluorescence polarization; activity-based probe fluorescence polarization; inhibition, % at 5.96 µM; 300,000 tested, 1.1% active; Glutathione S-transferase omega-1 (Homo sapiens), P78417;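 active means inhibition above the campaign mean inhibition plus 3 SD, cut at about 35% in these data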;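 further: 0% = GSTO1-1 with DMSO and 100% = wells lacking GSTO1-1 enzyme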
PME-1 inh = PME-1 inhibitors via competitive probe labeling, primary screen, biochemical, fluorescence polarization, FP-Rh probe, HTS; 320,000 tested, 0.53% active; AID 2130, 2009; recombinant PME-1; Protein phosphatase methylesterase 1 (Homo sapiens), Q9Y570; inhibition, % at 5.9 µM;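 active means inhibition above the campaign mean of all compounds plus 3 SD, cut at about 26% in these data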;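 further: competitive labeling of PME-1 active site by serine hydrolase directed probe; 0% = PME-1 with DMSO and 100% = wells lacking PME-1 enzyme; inhibitors block probe labeling so polarization falls and inhibition rises; many of its hits are not listed in these tables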
Target sequence (Q9Y570 whole entry, looked up): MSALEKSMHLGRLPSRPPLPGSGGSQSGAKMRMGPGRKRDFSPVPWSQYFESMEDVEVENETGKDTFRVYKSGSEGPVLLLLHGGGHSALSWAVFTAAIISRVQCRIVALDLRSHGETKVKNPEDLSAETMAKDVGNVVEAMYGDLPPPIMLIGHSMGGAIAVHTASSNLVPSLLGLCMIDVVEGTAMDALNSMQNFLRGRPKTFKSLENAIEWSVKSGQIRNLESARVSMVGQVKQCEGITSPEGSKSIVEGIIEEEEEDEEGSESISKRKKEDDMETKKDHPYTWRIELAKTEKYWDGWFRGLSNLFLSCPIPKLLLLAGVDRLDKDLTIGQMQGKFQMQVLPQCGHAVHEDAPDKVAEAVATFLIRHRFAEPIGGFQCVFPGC
LYPLA1 inh = LYPLA1 inhibitors, primary screen, counter-screen for PME1 inhibitor project, biochemical, fluorescence polarization, FP-Rh probe ABPP. AID 2174, 2009. recombinant LYPLA1. Acyl-protein thioesterase 1 (Homo sapiens), O75608. inhibition, % at 5.9 µM. 320,000 tested, 0.16% active;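 active means inhibition above the mean of all tested compounds plus 3 SD, set per campaign, cut at about 14% in these data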;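 further: inhibitors block serine hydrolase probe labeling of LYPLA1 so polarization falls; 0% = enzyme with DMSO and 100% = wells lacking LYPLA1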
Target sequence (O75608 whole entry, looked up): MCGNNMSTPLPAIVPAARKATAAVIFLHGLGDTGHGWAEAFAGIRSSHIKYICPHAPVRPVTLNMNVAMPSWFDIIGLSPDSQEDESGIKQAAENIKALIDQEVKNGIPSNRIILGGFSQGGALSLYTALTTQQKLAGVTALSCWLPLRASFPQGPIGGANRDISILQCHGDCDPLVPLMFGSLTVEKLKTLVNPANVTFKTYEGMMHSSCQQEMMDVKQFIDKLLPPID
LYPLA2 counter = LYPLA2 inhibitors, primary screen, counter-screen for PME1 inhibitor project, biochemical, fluorescence polarization, FP-Rh probe ABPP; 320,000 tested, 0.38% active; inhibition, % at 5.9 µM; Acyl-protein thioesterase 2 (Homo sapiens), O95372; recombinant LYPLA2;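 active means inhibition above the screen-wide mean plus 3 SD, limit set per campaign, cut at about 26% in these data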;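 further: 0% = LYPLA2 with DMSO and 100% = wells lacking LYPLA2 enzyme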
pPAFAH inh = pPAFAH enzyme inhibitors, primary screen, biochemical, fluorescence polarization, human | recombinant pPAFAH, FP-rhodamine probe fluorescence polarization | inhibition, % at 3.39 µM | 330,000 tested, 1.5% active | AID 463082, 2010;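 active means inhibition above the mean inhibition across the screen plus 3 SD, cut at about 25% in these data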;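 further: inhibitors block binding of the rhodamine activity-based probe so polarization drops; 0% = enzyme with DMSO and 100% = wells lacking pPAFAH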
PAFAH1B2 FP inh = PAFAH1B2 enzyme inhibitors, primary screen, biochemical, fluorescence polarization, human | 340,000 tested, 1.2% active | inhibition, % at 3.39 µM | recombinant PAFAH1B2, FP-rhodamine activity probe | Platelet-activating factor acetylhydrolase IB subunit alpha2 (Homo sapiens), P68402;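 active means inhibition above the mean of all tested compounds plus 3 SD, cut at about 24% in these data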;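 further: 0% = enzyme with DMSO and 100% = wells lacking PAFAH1B2; many of its hits are not listed in these tables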
PAFAH1B3 FP inh = PAFAH1B3 enzyme inhibitors, primary screen, biochemical, fluorescence polarization, human; Platelet-activating factor acetylhydrolase IB subunit alpha1 (Homo sapiens), Q15102; recombinant PAFAH1B3, FP-rhodamine probe; inhibition, % at 3.39 µM; 340,000 tested, 0.28% active; AID 492972, 2010;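 active means inhibition above the screen-wide average of all tested compounds plus 3 SD, cut at about 25% in these data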;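 further: 0% = enzyme with DMSO only and 100% = wells lacking PAFAH1B3 protein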
Target sequence (Q15102 whole entry, looked up): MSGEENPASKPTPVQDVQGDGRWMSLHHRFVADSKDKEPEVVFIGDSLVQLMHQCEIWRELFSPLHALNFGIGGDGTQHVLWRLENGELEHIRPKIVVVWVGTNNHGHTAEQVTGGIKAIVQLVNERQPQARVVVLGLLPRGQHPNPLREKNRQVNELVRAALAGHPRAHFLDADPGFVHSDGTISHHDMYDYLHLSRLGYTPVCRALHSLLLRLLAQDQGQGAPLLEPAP
PREPL inhibitor = PREPL enzyme inhibitors, primary screen, biochemical, fluorescence polarization. Prolyl endopeptidase-like (Homo sapiens), Q4J6C6. recombinant PREPL, fluorescence polarization activity-based probe. inhibition, % at 5.96 µM. 320,000 tested, 0.68% active; in the data active means inhibition above about 43%;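 further: 0% = enzyme with DMSO and 100% = wells lacking enzyme; many of its hits are not listed in these tables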
PAD4 inh = human PAD4 inhibitors, primary screen, biochemical, fluorescence polarization, 1536-well format; AID 485272, 2010; Protein-arginine deiminase type-4 (Homo sapiens), Q9UM07; inhibition, % at 6.36 µM; recombinant PAD4, RCA probe fluorescence polarization; 330,000 tested, 0.41% active;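 active means percent inhibition above a cutoff equal to the mean of all tested compounds plus 3 SD, cut at about 15% in these data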;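 further: 0% = PAD4 with RCA probe and DMSO and 100% = probe without PAD4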
* hit, by the source's call; · = no result given. Some of the compounds tested; rates above refer to the full screens.

SMILES	GSTO1 inh	PME-1 inh	LYPLA1 inh	LYPLA2 counter	pPAFAH inh	PAFAH1B2 FP inh	PAFAH1B3 FP inh	PREPL inhibitor	PAD4 inh
CCC1(C)Cc2nc3[nH]c(=S)n(-c4ccccc4)c(=O)c3cc2CO1 (stereo unspecified)	-4	11	-3	-1	-1	11	3	2	-2
CCn1nnnc1SCC(=O)N1CCCc2ccccc21	2	-3	0	-2	0	2	12	-2	-1
Cc1cc(C)c(NC(=O)CN2C(=O)NC3(CCCCC3)C2=O)c(Cl)c1	54*	-6	-1	-2	-4	3	-4	8	0
Cc1cc(C)n(-c2ccc(C(=O)Nc3ccc(S(=O)(=O)NCc4ccco4)cc3)cc2)n1	-15	-6	-11	-11	3	1	5	-5	1
COc1ccc(Cl)cc1C(=O)Nc1nnn(C)n1	2	0	1	2	3	-5	-3	8	1
COc1ccc([N+](=O)[O-])cc1NC(=O)c1ccc(N(Cc2ccccc2C)S(C)(=O)=O)cc1	-12	-6	-4	-4	1	0	-2	0	0
CCCn1c(N2CCN(C(=O)Nc3ccccc3)CC2)nc2ccccc21	3	-2	-3	-1	5	4	9	1	3
COc1cc(C(c2nnnn2C2CCCC2)N2CCN(C)CC2)cc(OC)c1OC (stereo unspecified)	-4	3	-3	2	5	-2	-4	-3	0
CC(=O)c1ccc(-n2nnnc2SCC(=O)NC2CCCCC2)cc1	-2	-4	0	-2	0	5	1	-2	-2
Cc1ccc(C)c(NC(=S)NC(NC(=O)/C=C/c2ccccc2)C(Cl)(Cl)Cl)c1 (stereo unspecified)	-16	-29	-11	-15	1	-9	-30	-3	0
COc1cc(OC)cc(C(=O)NNC(=S)Nc2ccccc2OC)c1	9	-3	-4	-3	9	2	2	7	-1
Cc1cnc(NC(=O)C2(c3ccccc3)CC2)s1	6	0	-2	4	3	29*	7	-3	-2
COCCNC(=O)c1cccc(OC2CCN(Cc3cccc(SC)c3)CC2)c1	5	-1	1	12	7	-5	11	8	0
Nc1nc(NCc2ccccc2)nc(Nc2cccc(F)c2)c1[N+](=O)[O-]	2	-5	0	-8	2	4	-3	-8	2
O=S(=O)(NCc1csc(-c2cccs2)n1)c1ccc(Cl)cc1	12	0	0	6	7	12	11	-44	-3
COc1ccc(C(=O)NCCCN2CCOCC2)cc1	1	3	1	-3	0	-5	8	8	-1
O=C(COC(=O)/C=C/c1ccccc1)NC1CC1	·	0	3	4	1	-1	8	17	-2
C=CCOc1ccc(/C=C/C(=O)OCC(=O)N(C)CC(=O)Nc2ccc(F)cc2)cc1	1	-2	-1	2	5	-1	-4	2	5
O=C1NN=C(c2ccc(Br)cc2)CC1c1ccc(Cl)cc1 (stereo unspecified)	-13	8	-5	-3	2	8	9	-60	-4
Cc1ccc(CNc2ncccc2-c2nc3cc(Cl)ccc3o2)cc1	3	-3	-3	-5	1	6	2	-10	0
Cc1c(C(=O)NCCCN2CCCC2=O)oc2ccc(S(=O)(=O)N3CCOCC3)cc12	-2	-1	4	6	1	6	5	-2	9
N#CCN1CCN(CCC(=O)Nc2ccc(OCc3ccccc3)cc2)CC1	-1	8	2	4	2	-2	-4	22	-6
CCCCNC(=O)CCn1ccc2cc(S(=O)(=O)N3CCCC3)ccc21	5	4	-4	-1	0	8	-2	0	2
CCn1cc(S(=O)(=O)CC(=O)N2CCc3ccccc32)c2ccccc21	6	7	-1	1	5	0	-17	9	3
NNC(=O)c1ccc(COc2ccccc2)cc1	9	-6	2	1	-6	-2	3	1	-3

Next entries follow:
SMILES	GSTO1 inh	PME-1 inh	LYPLA1 inh	LYPLA2 counter	pPAFAH inh	PAFAH1B2 FP inh	PAFAH1B3 FP inh	PREPL inhibitor	PAD4 inh
O=C(NC1CCCC1)C(c1cccs1)N(C(=O)c1ccco1)c1ccc2c(c1)OCO2 (stereo unspecified)	4	4	-8	4	-1	4	2	5	-3
CCCn1c(SCCC(=O)O)nc2ccccc21	1	-3	1	2	7	5	1	4	1
Cc1nc2sc(C(c3ccco3)N3CCC(C)CC3)c(O)n2n1 (stereo unspecified)	8	-2	1	1	2	2	2	19	4
Cc1ccc(CNc2nc(N)c([N+](=O)[O-])c(NCCO)n2)cc1	0	-2	0	-2	0	3	-5	-7	2
CCCN1C2CCCC1CC(NC(=S)Nc1cc(C)ccc1C)C2 (stereo unspecified)	-4	1	1	3	-2	4	-4	8	4
COc1ccc(CCn2c(S)nc3ccccc3c2=O)cc1	-6	-7	0	-2	-2	-1	5	9	-3
COc1ccc(Nc2ncnc3c2cnn3Cc2ccccc2)cc1OC	4	3	2	2	5	1	5	13	0
COc1ccc(OCC(=O)Nc2ccc(C)cc2)cc1	6	-7	3	6	2	8	4	-8	2
Cc1nn(-c2ccccc2)c(C)c1NC(=O)c1cccs1	-1	2	2	0	-1	4	6	7	-2
Cc1ccc(C)c(OCC(=O)NCC(C)C)c1C	0	-2	-5	-4	-5	5	5	0	5
CCc1ccc(N2C(=O)Nc3ccc(Br)cc3C2(O)C(=O)NCCN(C)C)cc1 (stereo unspecified)	3	-6	3	3	4	-2	4	15	1
O=C(/C=C/c1ccccc1)N1CCN(CC(O)COc2ccccc2)CC1 (stereo unspecified)	2	0	4	15	7	3	6	1	-5
O=C(N=C1SC2CS(=O)(=O)CC2N1c1ccc(F)c(Cl)c1)C1CC1 (stereo unspecified)	-3	1	1	4	-1	4	3	20	-1
Cc1cc(C)nc(NC(=O)c2ccc(Cl)c([N+](=O)[O-])c2)n1	-2	2	-4	2	2	4	4	10	0
CC(C)CCNC(=O)CN(Cc1cccs1)C(=O)CCC(=O)Nc1nccs1	1	-6	-3	-7	-11	3	2	4	-1
COc1ccccc1NC(=O)CS(=O)(=O)c1cn(CC(=O)N(C(C)C)C(C)C)c2ccccc12	-4	1	0	3	4	4	8	-3	-1
COC(=O)[C@@H]1[C@@H](C)OC(=O)N[C@H]1c1ccccc1	7	2	2	11	-1	6	12	-4	0
CC(C)(C)NC(=O)Nc1nnc(SCC(=O)NC2CCCCC2)s1	7	-1	0	-3	-1	2	2	0	0
O=c1[nH]c(CN2CCN(c3ccc(F)cc3)CC2)nc2ccccc12	5	-1	0	4	2	4	4	9	-4
Cc1cccc(-c2nnc(SCC#N)n2-c2ccccc2)c1	4	0	3	4	3	5	13	6	-2
C/C(N)=C(/C#N)C(=O)COC(=O)C1CSC2(c3ccc(F)cc3)CCC(=O)N12 (stereo unspecified)	5	0	-2	-4	8	1	2	-8	-1
O=C(O)Cn1c(-c2ccccc2)nc2ccccc21	-6	6	-1	5	4	-1	7	-2	-2
Cc1cc(C)c(C(=O)Nc2ccc(S(=O)(=O)Nc3ccccn3)cc2)c(C)c1	-1	0	-2	-3	-5	-2	-5	6	0
Fc1ccc(/C=N/NC(=S)Nc2ccc(Cl)cc2)cc1F	-1	3	1	-2	1	1	8	4	-5
c1ccc2c(c1)ccc1nnc(SCc3ccc4c(c3)OCCO4)n12	6	-5	-2	4	-2	3	3	-2	-1

In the list so far, these contain an aryl thioether with sulfur outside any ring:
SMILES	GSTO1 inh	PME-1 inh	LYPLA1 inh	LYPLA2 counter	pPAFAH inh	PAFAH1B2 FP inh	PAFAH1B3 FP inh	PREPL inhibitor	PAD4 inh
CCn1nnnc1SCC(=O)N1CCCc2ccccc21	2	-3	0	-2	0	2	12	-2	-1
CC(=O)c1ccc(-n2nnnc2SCC(=O)NC2CCCCC2)cc1	-2	-4	0	-2	0	5	1	-2	-2
COCCNC(=O)c1cccc(OC2CCN(Cc3cccc(SC)c3)CC2)c1	5	-1	1	12	7	-5	11	8	0
CCCn1c(SCCC(=O)O)nc2ccccc21	1	-3	1	2	7	5	1	4	1
CC(C)(C)NC(=O)Nc1nnc(SCC(=O)NC2CCCCC2)s1	7	-1	0	-3	-1	2	2	0	0
Cc1cccc(-c2nnc(SCC#N)n2-c2ccccc2)c1	4	0	3	4	3	5	13	6	-2
c1ccc2c(c1)ccc1nnc(SCc3ccc4c(c3)OCCO4)n12	6	-5	-2	4	-2	3	3	-2	-1

Later entries
SMILES	GSTO1 inh	PME-1 inh	LYPLA1 inh	LYPLA2 counter	pPAFAH inh	PAFAH1B2 FP inh	PAFAH1B3 FP inh	PREPL inhibitor	PAD4 inh
OCCC1CN(Cc2cccc(O)c2)CCN1CCc1ccccc1 (stereo unspecified)	7	-6	-1	-11	-5	-9	4	4	-6
CC(C)(C)n1nnnc1CN1C2CCC1CC(NC(=O)Nc1ccccc1)C2 (stereo unspecified)	5	0	-2	9	7	-8	-6	6	-2
CON(C)c1nc(OCCNC(=O)COc2ccc(Cl)cc2C)nc(N(C)C)n1	-1	0	6	5	-1	0	4	5	-1
O=C(N/N=C/c1cccc(OC(=O)c2cccc(Br)c2)c1)c1ccncc1	5	-2	-16	-4	3	0	9	-9	0
COc1ccc(NC(=O)C(Cc2ccccc2)n2cccc2)c(OC)c1 (stereo unspecified)	-6	8	-3	2	0	5	-5	-3	5
CC(=O)NC(CCS(C)(=O)=O)C(=O)Nc1cccc(Cl)c1Cl (stereo unspecified)	0	-3	-1	-1	6	7	4	-3	-1
CC1=C(C)SC(=C(C#N)c2nnc(N3CCOCC3)n2-c2ccccc2)S1	8	-5	-2	-4	0	·	·	10	-2
CCOc1ncccc1C(=O)OCC(=O)NC1CCCCC1	·	·	·	·	31*	3	8	5	0
Cc1noc(C)c1C(=O)Nc1sc2c(c1C(N)=O)CCC2	0	8	1	0	5	7	0	-3	-4
CCOC(=O)NC(Nc1nnc(C)s1)(C(=O)OCC)C(F)(F)F (stereo unspecified)	0	0	1	5	4	3	10	-6	-5

Gathered by group, the compounds so far with a cyano group (four)
SMILES	GSTO1 inh	PME-1 inh	LYPLA1 inh	LYPLA2 counter	pPAFAH inh	PAFAH1B2 FP inh	PAFAH1B3 FP inh	PREPL inhibitor	PAD4 inh
N#CCN1CCN(CCC(=O)Nc2ccc(OCc3ccccc3)cc2)CC1	-1	8	2	4	2	-2	-4	22	-6
Cc1cccc(-c2nnc(SCC#N)n2-c2ccccc2)c1	4	0	3	4	3	5	13	6	-2
C/C(N)=C(/C#N)C(=O)COC(=O)C1CSC2(c3ccc(F)cc3)CCC(=O)N12 (stereo unspecified)	5	0	-2	-4	8	1	2	-8	-1
CC1=C(C)SC(=C(C#N)c2nnc(N3CCOCC3)n2-c2ccccc2)S1	8	-5	-2	-4	0	·	·	10	-2

Screens (PubChem)
